Screening results deposited in PubChem by Icahn School of Medicine at Mount Sinai.
ROC1-CUL1 inh – human ROC1-CUL1 E3 ligase inhibition | in vitro K48 di-Ub FRET, acceptor:donor ratio, 45 min | 140,000 tested, 0.6% active | inhibition, % at 10 µM | P62877+Q13616; in the data active = inhibition above about 25%
Target sequence (P62877 whole entry, looked up): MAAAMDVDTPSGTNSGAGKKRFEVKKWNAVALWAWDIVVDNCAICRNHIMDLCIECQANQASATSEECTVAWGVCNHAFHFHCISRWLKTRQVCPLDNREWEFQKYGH
Target sequence (Q13616 whole entry, looked up): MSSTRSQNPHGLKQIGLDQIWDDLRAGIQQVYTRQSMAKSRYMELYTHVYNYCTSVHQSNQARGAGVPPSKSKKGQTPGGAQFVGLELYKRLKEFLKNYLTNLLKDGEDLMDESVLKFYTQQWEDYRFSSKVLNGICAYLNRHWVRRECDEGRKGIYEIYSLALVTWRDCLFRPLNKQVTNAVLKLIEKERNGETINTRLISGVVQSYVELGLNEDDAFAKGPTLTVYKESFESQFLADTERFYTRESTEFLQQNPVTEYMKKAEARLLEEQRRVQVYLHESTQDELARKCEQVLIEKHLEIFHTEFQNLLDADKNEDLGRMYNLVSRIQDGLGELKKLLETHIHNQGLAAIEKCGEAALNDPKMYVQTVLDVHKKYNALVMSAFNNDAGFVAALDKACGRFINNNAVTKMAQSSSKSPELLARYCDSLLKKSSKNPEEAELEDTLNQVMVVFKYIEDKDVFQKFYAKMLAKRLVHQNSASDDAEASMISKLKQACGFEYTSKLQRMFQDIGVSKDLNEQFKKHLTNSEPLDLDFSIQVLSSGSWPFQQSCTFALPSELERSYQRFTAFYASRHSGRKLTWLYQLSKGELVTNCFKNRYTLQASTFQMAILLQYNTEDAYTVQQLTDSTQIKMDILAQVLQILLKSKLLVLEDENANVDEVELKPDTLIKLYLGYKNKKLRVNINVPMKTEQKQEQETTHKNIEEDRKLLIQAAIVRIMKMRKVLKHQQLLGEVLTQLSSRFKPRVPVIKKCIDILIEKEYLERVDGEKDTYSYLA
Numbers without * were called inactive.

SMILES	ROC1-CUL1 inh
COc1ccccc1CNC(=O)c1ccc(-n2c(C)cc3c2CCCC3)cc1	2
COc1cc(/C=N/NC(=O)c2ccc(C)c([N+](=O)[O-])c2)ccc1OCC(N)=O	2
CC1CCN(S(=O)(=O)c2cc(C(=O)NCCc3ccccc3)n(C)c2)CC1	0
Cc1cc(C)c(S(=O)(=O)N2CCC[C@H]2C(O)(c2ccccc2)c2ccccc2)c(C)c1	3
N#C/C(=N/Nc1ccc(Br)cc1)C(=O)c1ccc(Br)cc1	5
CC1=C(C#N)C(=O)N(CCO)C(=O)C1N=Nc1ccc(I)cc1 (stereo unspecified)	5
Cc1ccc(NC(=O)C(=O)NCC(c2cccnc2)N2CCN(Cc3ccccc3)CC2)cc1Cl (stereo unspecified)	-2
CCc1ccc(-n2nnc(C(=O)N(C)c3ccccc3)c2C)cc1	3
CN(CC(O)c1ccccc1)C1CCN(c2cccc(NC(=O)CCCc3ccccc3)c2)CC1 (stereo unspecified)	-8
CC(Oc1ccccc1)C(=O)NCC1CCCO1 (stereo unspecified)	-6
O=C(Cn1cnc2nc3c(cc2c1=O)CCCC3)Nc1ccc(F)cc1Cl	-5
COc1cccc(CN2CCCC3(CCN(C(=O)C4CC4)C3)C2)c1OC (stereo unspecified)	6
O=[N+]([O-])c1ccc(O)c(C=Nc2ccc(-c3ccccc3)cc2)c1	2
Cc1ncc(CN2CCCC(CCc3ccc(F)cc3F)C2)[nH]1 (stereo unspecified)	-2
C=CCN1C(=O)N=C(Cc2cc(Br)c(OCc3ccccc3C#N)c(OC)c2)C1=O	5
CCCC1=NNC(=O)C(CC(=O)Nc2ccccc2)c2cc(OC)c(OC)cc21 (stereo unspecified)	1
Cc1noc(C)c1-c1n[nH]c2c1CN(S(=O)(=O)c1ccsc1)CC2	9
Cc1ccc(C(C)C)c(OCC(=O)NN=C2CCCC2C(=O)C(F)(F)F)c1 (stereo unspecified)	0
C=CCn1c(SCC(=O)Nc2ccccc2F)nc2scc(-c3ccccc3)c2c1=O	12
O=C(NC1c2ccccc2CSc2ccccc21)OC1CCCC1 (stereo unspecified)	-2
Cc1ccc2nc3c(cc(C(=O)NCC(C)C)n3C)c(=O)n2c1	1
Cc1[nH]cnc1CN1CCCC(CCc2ccccc2)C1 (stereo unspecified)	8
COc1ccc(CN2CCOc3ccc(C4=Cc5ccccc5CC4)cc3C2)c(OC)c1OC	-2
CCC(=O)Nc1ccc2c(c1)nc(CCN1CCC(C)CC1)n2C	10
COc1ccc(OC)c(CCNC(=O)c2sc3nc4n(c(=O)c3c2C)CCCC4)c1	4

Ordered by SMILES length (rising): some entries from above
SMILES	ROC1-CUL1 inh
CC(Oc1ccccc1)C(=O)NCC1CCCO1 (stereo unspecified)	-6
Cc1[nH]cnc1CN1CCCC(CCc2ccccc2)C1 (stereo unspecified)	8
O=C(NC1c2ccccc2CSc2ccccc21)OC1CCCC1 (stereo unspecified)	-2
Cc1ncc(CN2CCCC(CCc3ccc(F)cc3F)C2)[nH]1 (stereo unspecified)	-2
CCC(=O)Nc1ccc2c(c1)nc(CCN1CCC(C)CC1)n2C	10
N#C/C(=N/Nc1ccc(Br)cc1)C(=O)c1ccc(Br)cc1	5
Cc1ccc2nc3c(cc(C(=O)NCC(C)C)n3C)c(=O)n2c1	1
CC1=C(C#N)C(=O)N(CCO)C(=O)C1N=Nc1ccc(I)cc1 (stereo unspecified)	5
COc1cccc(CN2CCCC3(CCN(C(=O)C4CC4)C3)C2)c1OC (stereo unspecified)	6
O=C(Cn1cnc2nc3c(cc2c1=O)CCCC3)Nc1ccc(F)cc1Cl	-5
Cc1noc(C)c1-c1n[nH]c2c1CN(S(=O)(=O)c1ccsc1)CC2	9
O=[N+]([O-])c1ccc(O)c(C=Nc2ccc(-c3ccccc3)cc2)c1	2
Cc1ccc(C(C)C)c(OCC(=O)NN=C2CCCC2C(=O)C(F)(F)F)c1 (stereo unspecified)	0
C=CCn1c(SCC(=O)Nc2ccccc2F)nc2scc(-c3ccccc3)c2c1=O	12
COc1ccc(OC)c(CCNC(=O)c2sc3nc4n(c(=O)c3c2C)CCCC4)c1	4
COc1ccc(CN2CCOc3ccc(C4=Cc5ccccc5CC4)cc3C2)c(OC)c1OC	-2
C=CCN1C(=O)N=C(Cc2cc(Br)c(OCc3ccccc3C#N)c(OC)c2)C1=O	5
CN(CC(O)c1ccccc1)C1CCN(c2cccc(NC(=O)CCCc3ccccc3)c2)CC1 (stereo unspecified)	-8
Cc1ccc(NC(=O)C(=O)NCC(c2cccnc2)N2CCN(Cc3ccccc3)CC2)cc1Cl (stereo unspecified)	-2
Cc1cc(C)c(S(=O)(=O)N2CCC[C@H]2C(O)(c2ccccc2)c2ccccc2)c(C)c1	3

(continued)
SMILES	ROC1-CUL1 inh
COC(=O)c1ccc(C)c(NS(=O)(=O)c2ccc(Br)s2)c1	-7
COCCN1C(=O)CC(CC(=O)N2CC3CC4CC(C3)CC2C4)(c2ccccc2F)C1=O (stereo unspecified)	1
CN1C(=O)C(=NC2CCCCC2)C2c3ccccc3C(=O)c3cccc1c32 (stereo unspecified)	11
CSc1ncc(Cl)c(C(=O)Nc2ccc(S(=O)(=O)N3CCCC(C)C3)cc2)n1 (stereo unspecified)	3
Cc1cc(C)cc(NC(=O)CSc2nnc(COc3ccc(Cl)cc3Cl)o2)c1	-7
O=C(NC(=S)Nc1ccc(CN2CCOCC2)cc1)c1ccc(Br)cc1	7
CCc1cc(C(=O)N2CCCC(CNC(=O)c3ccc(F)cc3)C2)no1 (stereo unspecified)	-2
CCOC(=O)C1CCN(C2CCN(c3nc4nonc4nc3N(C)C)CC2)CC1	3
CCOc1ccc(NC(=O)c2sc3ncccc3c2N)cc1	4
O=C(c1ccccn1)N1CCC(n2cc(-c3ccc(F)cc3)nn2)CC1	-5
Cc1cccn2c(CNC(C)CCCC(C)(C)O)c(C(=O)N3CCOCC3)nc12 (stereo unspecified)	6
N=c1c(S(=O)(=O)c2ccccc2)cc2c(=O)n3ccccc3nc2n1CC1CCCO1 (stereo unspecified)	9
CC(C)c1ccc2c(c1)C(N1CCN(CCOc3ccc(F)cc3)CC1)Cc1ccc(F)cc1S2 (stereo unspecified)	2
CCN(c1ccccc1)S(=O)(=O)c1ccc(NC(=O)c2cc(=O)c3c(C)cc(C)cc3o2)cc1	3
C=C1c2ccccc2CC(=O)c2ccccc21	-7
Cc1ccc2cc3c(N)c(C(=O)NCc4ccccc4)sc3nc2c1	-2
CC1(C)CC(=O)C2=C(C1)N(c1cccc(Cl)c1)C(=O)C(Sc1ccc(Cl)cc1)C2=O (stereo unspecified)	-5
C=CCCC(=O)N1CCCC1C(=O)Nc1cccc(-n2cccn2)c1 (stereo unspecified)	7
COc1ccc(Cn2cc(C(=O)N3CCN(C/C=C/c4ccccc4)CC3)nn2)cc1	4
O=C(Cn1cnc2ccccc2c1=O)N=Nc1c(O)[nH]c2ccccc12	14
Cc1ccc(-n2cc(-c3ccccc3)n(-c3ccccc3)c2=O)cc1	1
Cc1cccn2c(=O)cc(COc3cccc(NC(=O)c4ccccc4F)c3)nc12	-3
O=C(COc1ccccc1Cl)Nc1nc2c(s1)CCCC2	-14
CC(C)n1c(-c2c(-c3ccc4ccccc4n3)cnc3ccccc23)nc2ccccc21	-14
O=C(CCN1CCCCC1)NCc1cccnc1Oc1ccccc1F	3

Overlap with the part before: two entries; new compounds follow.
SMILES	ROC1-CUL1 inh
CC(C)n1c(-c2c(-c3ccc4ccccc4n3)cnc3ccccc23)nc2ccccc21	-14
O=C(CCN1CCCCC1)NCc1cccnc1Oc1ccccc1F	3
Cc1cccc(C(=O)Nc2cc3c(cc2N2CCCCC2)n(C)c(=O)c(=O)n3C)c1	-5
Cc1cccc(NC(=O)C(C)C)c1C	7
Cc1c(C(=O)OC2CCC(C)CC2)[nH]c2c1C(=O)CC(c1ccccc1Cl)C2 (stereo unspecified)	2
Cc1ccc(C2CC(CCc3c[nH]c4ccccc34)=NN2c2ccccc2)cc1 (stereo unspecified)	-14
NC(=O)c1cncc(N2CCCCCC2)n1	6
Cc1ccc(-c2[nH]c(-c3ccc4c(c3)n(C)c(=O)n4C)nc2-c2ccccc2)cc1	5
COc1ccc(-c2[nH]nc3c2C(c2ccc(F)c(Br)c2)C(C#N)C(=N)O3)cc1OC (stereo unspecified)	0
COc1ccc(OCC(=O)NCC(c2ccc(OC)cc2)N2CCOCC2)cc1 (stereo unspecified)	-7
CCC(C(=O)Nc1ccc(C)c(C)c1)n1c(=O)c(C(F)(F)F)nc2ccccc21 (stereo unspecified)	-3
CCN1CCN(C(=O)c2cc(Cn3ccc4ccccc43)[nH]n2)[C@@H](C)C1=O	-11
Nc1c(C(=O)Nc2cccc(C(F)(F)F)c2)c2ccccn2c1C(=O)c1ccccc1	-1
CCn1ccc2cc(S(=O)(=O)N3CCCN(C(=O)Nc4ccc(C)cc4Cl)CC3)ccc21	-1
CC(=O)c1ccc(NC(=O)C2CC2(c2ccccc2C)c2ccccc2C)cc1 (stereo unspecified)	5
Cc1cccc(C)c1OCCCCn1c(C2CC(=O)N(c3ccc(F)cc3)C2)nc2ccccc21 (stereo unspecified)	0
N#Cc1ccc(-c2ccc(COCCCC(O)CO)cc2)cc1 (stereo unspecified)	-10
NC1=NC(=O)C2(COC(c3cc(Br)c(Br)o3)OC2)S1 (stereo unspecified)	6
Cc1ccc(-n2nnnc2C(F)(F)F)cc1C	8
Nc1ccc(Br)cc1I	4
COc1ccc(N=c2ssc3c2-c2ccccc2NC3(C)C)cc1OC	3
CC(=O)Nc1ccc2occc2c1	-12
COc1ccc(-c2cn3cccnc3n2)cc1NC(=O)Nc1ccc(Cl)cc1	3
NC(=O)c1ccccc1NC(=O)c1ccc(N2CCOCC2)cc1	-1
COC(=O)c1c(NC(=O)C(C)N2C(=O)c3ccccc3C2=O)sc2c1C(C(=O)OC)CC2 (stereo unspecified)	6
COc1ccc(/C=N/N=C2\SCC(=O)N2c2c(C)n(C)n(-c3ccccc3)c2=O)cc1OC	1
Cc1oc(-c2ccc(NC(=O)Cc3ccccc3)cc2)nc1CNC(=O)c1c(F)ccc(F)c1F	9
SMILES	ROC1-CUL1 inh
CCOC(=O)c1c(NC(=O)/C=C/c2cnn(C)c2)sc2c1CCC2	-7
CCOc1ccc(C(C)C)cc1S(=O)(=O)n1cnc2ccccc21	14
CCOC(=O)NC(Nc1sc2c(c1C(=O)OC)CCC2)(C(=O)OCC)C(F)(F)F (stereo unspecified)	0
CC(C)(C)NC(=O)CSc1nnc(-c2ccccc2)o1	1
CCCCC(C(=O)Nc1cc(Cl)ccc1OC)N1C(=O)c2c(Cl)c(Cl)c(Cl)c(Cl)c2C1=O (stereo unspecified)	2
Cc1csc(CN(C)C(=O)c2ccc3oc(Cc4ccc(Cl)cc4)nc3c2)n1	-10
CCS(=O)(=O)c1ccc(Cl)cc1	-2
CCOC(=O)C1(Cc2ccccc2)CCCN(Cc2cn(CC(N)=O)c3ccccc23)C1 (stereo unspecified)	2
c1cncc(CCCn2ccc(-c3cccc(-c4cncnc4)c3)n2)c1	6
Cc1cc(C)n2nc(CNC(=O)c3ccccc3Cl)nc2n1	-8
Cc1c(N)cc(S(=O)(=O)O)c2nn(-c3ccccc3)nc12	6
NN1CCN(Cc2cccc3ccccc23)CC1	5
CN(C(=O)CSc1cn(CC(=O)N2CCCCC2)c2ccccc12)c1ccccc1	7
CCCCn1c(=NC(=O)c2cc3ccccc3o2)c(C(=O)OCC)cc2c(=O)n3ccccc3nc21	-6
COc1ccc(-c2cc(C(F)(F)F)n3ncc(C(=O)Nc4cc(C)ccc4O)c3n2)cc1	7
Cc1c(CC(=O)N(C)CCO)c2c(n1Cc1ccccc1F)CCCC2=O	-7
COc1ccc(-n2nc(C)c3nc(SC)nnc32)cc1	13
O=C(Nc1ccccc1Oc1ccccc1)c1ccco1	3
O=C(c1ccc2c(c1)N(Cc1cccc(F)c1)C(=O)c1ccccc1S2)N1CCOCC1	-8
CC1CCN(S(=O)(=O)c2ccc(NC(=O)CC(C)c3ccccc3)cc2)CC1 (stereo unspecified)	2
CCCCc1nn2c(=O)c(NC(=O)c3ccccc3)cnc2s1	5
COc1ccc(S(=O)(=O)c2c(C)c(NS(=O)(=O)c3ccccc3)cc(C)c2O)cc1	-1
CCC(=O)c1c(C)cc(C)nc1N1CCOCC1	-8
CS(=O)(=O)N1CCc2onc(-c3ccc(F)c(F)c3)c2C1	-4
CC(=O)N1CCC(Oc2ccc(Cl)cc2C(=O)NCc2ncccc2C)CC1	15
SMILES	ROC1-CUL1 inh
CCOC(=O)C1=C(C)OC(=N)C(C#N)C1c1ccc(F)cc1 (stereo unspecified)	3
CC(C)NC(=O)c1cc2ccccc2o1	2
Cc1cc(Nc2nc(O)c(C=C3C=Nc4ccccc43)s2)ccc1Cl	-3
CCc1ccc(NC(=O)CC(c2cc(OC)c(OC)c(OC)c2)N2Cc3ccccc3C2=O)cc1 (stereo unspecified)	-10
CC(C)(C)c1ccc(OCCn2cc(C=C3C(=O)NC(=S)NC3=O)c3ccccc32)cc1	7
CCN(CC)CC(C)OC(=O)c1ccc(OC)cc1 (stereo unspecified)	8
COc1cc(/C=C2\SC(=S)N(C)C2=O)ccc1OCc1ccc(Cl)cc1	-13
CCC1CCc2nc3sc(C(=O)NCCc4ccc(OC)cc4)c(N)c3cc2C1 (stereo unspecified)	7
CN1/C(=C/C=N/n2cnnc2)C(C)(C)c2ccccc21	1
Nc1ccc2nc(CN3CCOCC3)[nH]c2c1	-1
CCS(=O)(=O)Nc1cccc(C2C(C(=O)OC(C)C)=C(C)N=C(C)C2C(=O)OCCOC)c1 (stereo unspecified)	9
CCNC(=S)Nc1ccc(OCc2nc3ccccc3s2)cc1	1
C=C(C)COc1ccc(NC(=O)OC(C)(C)C)cc1	3
CCOC(=O)c1csc(CCNC(=O)C2CCN(c3nc(C)c4cc(C(C)C)ccc4n3)CC2)n1	0
Cn1c(=O)oc2cc(S(=O)(=O)N3CCCC(C(=O)N4CCN(c5ccc(Cl)cc5)CC4)C3)ccc21 (stereo unspecified)	-2
COc1ccc(N2CCN(C3CCCN(C4CCOCC4)C3)CC2)cc1 (stereo unspecified)	-3
CC(Cc1ccccc1)N=CC1C(=O)N(c2c(Cl)cccc2Cl)c2ccccc21 (stereo unspecified)	1

Not all compounds are listed; rates above refer to the full screens.
